Kir21 inh: Kir2.1 (mouse) channel inhibition | P35561 | 310,000 compounds, 0.85% hits | AID 1672 | B-score at 10 µM | HEK293-Kir2.1, FluxOR thallium flux fluorescence; stronger effect = lower value;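 active means fluorescence ratio B-score at or below minus 3 SD of library scores, with starting-brightness B-score within 2 SD, cut at about -4.2 in these data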;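 further: channel flux triggered by added potassium and thallium sulfate stimulus; B-score of peak minus minimum fluorescence over baseline after thallium stimulus; more negative B-score means stronger Kir2.1 block with less thallium influx; some compounds called inactive have numbers as strong as hits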
Target sequence (P35561 whole entry, looked up): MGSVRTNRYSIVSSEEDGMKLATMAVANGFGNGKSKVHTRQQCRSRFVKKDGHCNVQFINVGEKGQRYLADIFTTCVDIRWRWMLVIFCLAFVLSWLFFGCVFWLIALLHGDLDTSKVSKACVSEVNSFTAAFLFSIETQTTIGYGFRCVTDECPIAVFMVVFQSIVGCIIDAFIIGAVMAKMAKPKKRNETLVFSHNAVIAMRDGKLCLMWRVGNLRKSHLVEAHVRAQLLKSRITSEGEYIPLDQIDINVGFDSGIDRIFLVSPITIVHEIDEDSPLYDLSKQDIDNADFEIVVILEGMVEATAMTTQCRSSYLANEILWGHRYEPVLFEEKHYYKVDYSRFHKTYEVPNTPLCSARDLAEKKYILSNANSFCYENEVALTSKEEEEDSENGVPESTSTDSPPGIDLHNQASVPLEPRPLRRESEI
KCNQ2 block: KCNQ2 channel blockers in CHO-K1 cells – cell-based, FluxOR thallium flux, B-score, primary screen (AID 2156). B-score at 10 µM. 20 min; stronger effect = lower value. O88943. 310,000 compounds, 1.1% hits;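 active means fluorescence ratio B-score at most minus 3 library SDs, with starting brightness B-score within 2 library SDs, cut at about -5.5 in these data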
CHT block: inhibits the human high affinity choline transporter; Q9GZV3; CHT-expressing cells, membrane potential dye, choline response; stronger effect = lower value; B-score at 10 µM; 310,000 compounds, 0.86% hits; AID 488975;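 active means B-score over 3 SD under the library average, and starting fluorescence ratio not unusually high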;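 further: choline stimulus applied at its EC90 after an EC20 pre-addition; B-score computed on integrated fluorescence ratio after choline addition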
Target sequence (Q9GZV3 whole entry, looked up): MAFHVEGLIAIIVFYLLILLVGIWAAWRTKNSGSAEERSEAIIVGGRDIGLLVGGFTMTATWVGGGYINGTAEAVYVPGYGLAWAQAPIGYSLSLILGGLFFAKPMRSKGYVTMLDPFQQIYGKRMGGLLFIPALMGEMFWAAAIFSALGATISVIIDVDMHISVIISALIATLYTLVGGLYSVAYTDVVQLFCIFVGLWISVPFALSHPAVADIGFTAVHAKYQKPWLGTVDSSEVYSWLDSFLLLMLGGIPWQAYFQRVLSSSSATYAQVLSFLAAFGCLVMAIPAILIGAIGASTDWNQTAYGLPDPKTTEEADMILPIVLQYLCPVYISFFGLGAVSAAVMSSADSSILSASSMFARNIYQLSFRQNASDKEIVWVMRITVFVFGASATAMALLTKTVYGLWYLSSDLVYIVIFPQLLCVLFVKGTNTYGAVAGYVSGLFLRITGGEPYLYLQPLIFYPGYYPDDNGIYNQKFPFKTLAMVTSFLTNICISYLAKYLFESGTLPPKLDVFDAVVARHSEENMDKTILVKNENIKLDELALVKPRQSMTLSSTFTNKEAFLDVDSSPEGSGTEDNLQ
Starred values were filed as active, the others as inactive; i = inactive; nt = no result given.

No.	molecule	Kir21 inh	KCNQ2 block	CHT block
1	O=C(CSc1nc(-c2ccco2)cc(C(F)(F)F)n1)Nc1ccc(C(=O)N2CCOCC2)cc1	-0.04	i	i
2	COc1ccc(-c2c(-c3ccc(OC)c(C)c3O)n[nH]c2C)cc1	0.01	i	i
3	O=C(Cn1c(CN2CCCCC2)nc2ccccc2c1=O)Nc1ccccc1	0.03	i	i
4	CC1=C(C(=O)Nc2ccc(Cl)cc2)C(c2ccco2)NC(=O)N1 (stereo not given)	-0.23	i	i
5	Cc1cccc(-c2nc(CN3CCCC(C(=O)NC4CCC(C)CC4)C3)c(C)o2)c1 (stereo not given)	-0.03	-9.63*	i
6	CCNC(=O)C1CC(=O)N(c2ccc(OCC)cc2)C1 (stereo not given)	-0.42	i	i
7	CCCN(CC1CC1)C(=O)COC(=O)c1[nH]c(C)c(C(=O)OCC)c1C	0.03	i	i
8	CN(C)C(CNc1ncnc2sc3c(c12)CCCC3)c1ccco1 (stereo not given)	1.36	i	i
9	CCC(C)N1C(=O)S/C(=C/c2ccc(N3CCOCC3)cc2C)C1=O (stereo not given)	0.06	i	i
10	CC(C)c1ccc(N(C(=O)c2ccco2)C(C(=O)NC2CCCC2)c2ccncc2)cc1 (stereo not given)	1.01	i	i
11	CC(C)CCNC(=O)c1ccc(NC(=O)C2=CSCCO2)cc1	-0.03	i	i
12	Cc1cc(C)c(C#N)c(Nc2ccccc2)n1	1.19	i	i
13	CC(=O)N1CCN(C(=O)CSc2nc3c(cnn3-c3ccccc3)c(=O)[nH]2)CC1	1.96	i	i
14	Cc1ccccc1NC(=O)Cn1c(C)nc2ccc(N)cc2c1=O	2.42	i	i
15	O=C(NC1(C(F)(F)F)NC(=O)N(Cc2cccnc2)C1=O)c1ccncc1 (stereo not given)	0.23	i	i
16	Cn1nnnc1SCC(=O)Nc1cc(C(=O)O)cc(C(=O)O)c1	-1.03	i	i
17	O=C(CCCC(=O)c1ccccc1)NCCc1ccccc1F	-1.85	i	i
18	COc1ccc(-c2noc(CSc3nnc(-c4ccccc4)n3C)n2)cc1	0.01	i	i
19	COc1ccc(Cl)cc1Nc1ncnc2sc(C)c(S(=O)(=O)N3CCC(C)CC3)c12	-1.24	-6.69*	i
20	COc1ccccc1NC(=O)c1ccc(NS(C)(=O)=O)cc1	0.69	i	i
21	COc1ccc(N2CCN(C(=S)Nc3cccc(C)c3C)CC2)cc1	1.77	i	i
22	O=[N+]([O-])c1cccnc1SCc1ccccc1	0.1	i	i
23	CC(C)NC(=S)Nc1c(N)[nH]c(=O)[nH]c1=O	1.11	i	i
24	Cc1ccc(NC(=S)N(Cc2cccs2)Cc2cc3cc(C)cc(C)c3[nH]c2=O)cc1	-0.02	i	i
25	COc1cccc(NC(=O)Cc2ccc(C)cc2)c1	0.38	i	i
26	CS(=O)(=O)c1ccc2nc(N)sc2c1	-2.04	i	i
27	CC1(C)Cc2nc3nc(SCC(=O)Nc4ccccc4)nc(N)c3cc2CO1	0.39	i	i
28	COCn1ccnc1C(O)(c1ccc(OC)cc1)c1ccc(OC)cc1	0.2	i	i
29	CC1=C(C#N)C(/C=N/OCc2ccc(F)cc2Cl)CC(=O)N1 (stereo not given)	0	i	i
30	CCc1nc2ccc(C(=O)N(C)CC(=O)Nc3ccc(Cl)c(C(F)(F)F)c3)cc2nc1CC	0.21	i	i

Quoted at random: 4 records from the list, in no set order.
No.	molecule	Kir21 inh	KCNQ2 block	CHT block
15	O=C(NC1(C(F)(F)F)NC(=O)N(Cc2cccnc2)C1=O)c1ccncc1 (stereo not given)	0.23	i	i
5	Cc1cccc(-c2nc(CN3CCCC(C(=O)NC4CCC(C)CC4)C3)c(C)o2)c1 (stereo not given)	-0.03	-9.63*	i
21	COc1ccc(N2CCN(C(=S)Nc3cccc(C)c3C)CC2)cc1	1.77	i	i
25	COc1cccc(NC(=O)Cc2ccc(C)cc2)c1	0.38	i	i

Following part
No.	molecule	Kir21 inh	KCNQ2 block	CHT block
31	CC1CCN(CC(O)COc2ccc(C(=O)c3ccccc3)cc2)CC1 (stereo not given)	-1.75	i	i
32	O=C1c2ccccc2C(=O)N1Cc1nc2ccccc2o1	-0.09	i	i
33	CC1(C)CC(=O)C(N=Nc2ccc(S(=O)(=O)N3CCOCC3)cc2)=C(O)C1	0.66	i	i
34	COc1ccc(N2CCN(c3oc(Cc4cccc5ccccc45)nc3C#N)CC2)cc1	-0.03	-6.95*	i
35	Cc1ccc2nc(N3CCN(C(=O)c4ccco4)CC3)c3nncn3c2c1	3.57	i	i
36	CC(C)[C@H](NC(=O)c1cccc(CN(Cc2ccccc2)C(=O)c2ccccc2)c1)C(=O)O	-1.5	i	i
37	COc1ccc(Cc2nnc(SCC(=O)Nc3ccc(C)cc3C)[nH]c2=O)cc1	-0.38	i	i
38	Cc1cc(C)nc(Sc2ccc([N+](=O)[O-])cc2[N+](=O)[O-])n1	0.25	i	i
39	Cc1ccc(N(CC(=O)N2CCN(Cc3ccccc3)CC2)S(C)(=O)=O)cc1C	-1.01	i	i
40	CCOc1ccc(Nc2nc(Cc3nnc(SCC(=O)O)o3)cs2)cc1	0.57	i	i
41	COc1cccc(-n2nc(C(=O)N3CCN(Cc4ccccc4)CC3)c3ccccc3c2=O)c1	0.24	i	i
42	COc1ccc(N2CCN(C(=O)NCc3cccc(OC)c3)CC2)cc1	-0.57	i	i
43	CS(=O)(=O)c1ccc(CNC(=O)[C@]2(C(F)(F)F)C[C@H](CCc3ccccc3)CCCO2)cc1	-0.12	i	i
44	C=CCn1c(O)c2ccc(C(=O)N=NC(=O)COc3ccc(OC)cc3)cc2c1O	-0.87	i	i
45	COc1ccccc1-n1c(SCC(=O)Nc2ccccc2C)nc(O)cc1=O	-2.04	i	i
46	CC1(NC(=O)C2CCN(C(=O)Nc3ccccc3)CC2)CCS(=O)(=O)C1 (stereo not given)	-0.5	i	i
47	CCOCCCNC(=O)c1cc(Sc2nnc(C)s2)nc2ccccc12	1.11	i	i
48	CCSc1nc(O)c(C2OC(=O)c3c2ccc(OC)c3OC)c(=O)n1-c1ccccc1 (stereo not given)	1.22	i	i
49	O=C(COC(=O)c1cc([N+](=O)[O-])ccc1N1CCOCC1)NC1CCS(=O)(=O)C1 (stereo not given)	0.16	i	i
50	O=C(CSc1ccc(-c2ccncc2)nn1)N1CCCCC1	1.19	i	i
51	CC(C)(C)c1ccc(C(=O)N2CCC(C(=O)NCC3CCCO3)CC2)cc1 (stereo not given)	0.94	i	i
52	Cc1ccc(-n2c3c(cc(C(=O)O)c2=O)C(=O)CC(C)(C)C3)cc1	1.1	i	i
53	CCCn1c(SCC(=O)NC2CCCCC2)nnc1C1CC1	0.02	i	i
54	O=C(Nc1ccc(C2=NCCN2)cc1)c1ccc(C(=O)Nc2ccc(C3=NCCN3)cc2)c([N+](=O)[O-])c1	-0.82	i	i
55	O=C(CNC(=S)NC(=O)c1cccc([N+](=O)[O-])c1)c1ccccc1	1.59	i	i
56	CCN(CC(=O)Nc1c(F)cccc1F)C(=O)c1ccc(C(F)(F)F)cc1	1.74	i	i
57	COc1cccc(CN(c2ccc3c(c2)CCC3)S(=O)(=O)c2ccc(-n3cnnn3)c(OC)c2)c1	0.68	i	i
58	C=CCn1c(C(C)NC(=O)CCC)nc2ccccc21 (stereo not given)	-0.29	i	i
59	Cc1cccc(C(=O)NC(C)C2CC3CCC2C3)c1 (stereo not given)	1.35	i	i
60	O=C(COC(=O)c1cn(-c2ccccc2)nc1-c1ccccc1)c1cccc([N+](=O)[O-])c1	-1.14	i	i
61	O=C(COC(=O)c1ccc2c(c1)OCO2)Nc1ccccc1	-1.88	i	i
62	Cc1ccc(NC(=S)N(CCCN2CCC(C)CC2)Cc2ccco2)cc1C	-0.08	i	i
63	CC(OC(=O)COc1ccc(C#N)cc1)C(=O)Nc1ccc(Cl)cn1 (stereo not given)	-1.11	i	i
64	O=C(COC(=O)c1n[nH]c(=O)c2ccccc12)c1ccc(Cl)cc1	1.57	i	i
65	Cn1nnnc1SCC(=O)N(C1CCCCC1)C1CCCCC1	0.95	i	i
66	CCOc1ccccc1NC(=O)CSc1nc2ccccc2nc1N1CCOCC1	0.39	i	i
67	Cn1c(=O)c2c(nc(Oc3cccc(O)c3)n2C)n(C)c1=O	0.54	i	i
68	Cc1ccc2nc(NCCc3ccccc3)c3nncn3c2c1	0.31	i	nt
69	CCOC(=O)CC1CCCCN1C(=O)c1ccc2oc(CCc3ccccc3)nc2c1 (stereo not given)	-3.27	i	i
70	CCOC(=O)C1CCN(C(=O)c2ccc(CNS(=O)(=O)c3ccc(C)cc3)cc2)CC1	0.6	i	i
71	Cc1ccc(N(CC(=O)NC2CCCC2)C(=O)c2c(C)noc2C)cc1C	-2.16	i	i
72	O=C(N/C=C/c1ccco1)NCc1ccccc1	-1.02	i	i
73	Cc1nn(C(C)C)c(C)c1CN1CCC(C(=O)Nc2cccc(-c3cccc(F)c3)c2)CC1	-0.01	i	i
74	COc1c(N2CCN(C(=S)NC3CC4CCC3C4)C(C)C2)c(F)cc2c(=O)c(C(=O)O)cn(C3CC3)c12 (stereo not given)	0.3	i	i
75	Cc1ccc(NC(=S)N2CCN(S(C)(=O)=O)CC2)cc1Cl	2.25	i	i
76	Cn1c(SCC(=O)NC(C)(C)C)nnc1-c1cnccn1	0.91	i	i
77	Cn1cc(Cl)c(C(=O)Nc2nc3ccc(Cl)cc3s2)n1	-0.29	i	i
78	Cc1ccccc1NS(=O)(=O)c1ccc2oc(=O)ccc2c1	-1.13	i	i
79	Cc1ccc(C)c(CSC2=NN3CCCC(=O)N=C3S2)c1	0.05	i	i
80	Cc1ccccc1NC(=O)CN1CCN(C(=O)c2ccco2)CC1	0.61	i	i
81	CCOC(=O)c1c2n(c3ccc(OC(C)=O)cc13)CCC2	-1.09	i	i
82	O=Cc1c(-c2ccc(Cl)cc2)oc2ccc(O)cc12	-0.33	i	i
83	Cc1nn(CC2CC2)c(=O)n1-c1ccc(C(C)C)cc1	-0.09	i	i
84	COCCCC1CCN(C(=O)C2CCC(=O)N(Cc3ccccc3F)C2)CC1 (stereo not given)	0.72	i	i
85	COc1ccccc1NC(=O)CCCc1nnc2n(C)c(=O)c3sccc3n12	-2.43	i	i
86	O=C(OCC(=O)c1c[nH]c2ccccc12)c1cccc(O)c1	-0.18	i	-7.81*
87	COCc1c(C#N)c(NCCc2ccccc2)nc(C)c1[N+](=O)[O-]	1.51	i	i
88	Oc1ccccc1C=Nc1ccccc1-c1nc2ccccc2[nH]1	1.14	i	i
89	CNC(=S)N(CCc1c(C)[nH]c2ccc(OC)cc12)Cc1cccnc1	-1.81	i	i
90	COc1ccc(CCN(C)c2ccc(S(=O)(=O)N3CCCC3)cn2)cc1OC	-0.44	i	i

Following part.
No.	molecule	Kir21 inh	KCNQ2 block	CHT block
91	NC(=O)c1nc(N2CCOCC2)nc(N2CCOCC2)n1	-1.34	i	i
92	Cc1ccc(/C=C2/Sc3ccccc3N(CC(=O)NCC3CCCO3)C2=O)cc1 (stereo not given)	0.01	i	i
93	O=C(Nc1ccc2ccccc2c1)c1cnccn1	-0.72	i	i
94	COc1ccc(CCNC(=O)CCC(=O)n2ncc3cc(C)ccc32)cc1OC	0.38	i	i
95	O=C(O)CSc1cc(C(=O)c2cc(F)ccc2O)cn2c(=O)c3c(-c4ccccc4)csc3nc12	0.88	i	-6.99*
96	O=C(Nc1cccc([N+](=O)[O-])c1)NC1CCCCCCC1	1.5	i	i
97	COc1cccc(CNC(=O)CCCNC(=O)c2ccc(Cl)cc2)c1	-0.54	i	i
98	O=C(CCCCCn1c(=S)[nH]c2ccccc2c1=O)N1CCOCC1	-0.93	i	i
99	CN(Cc1ccc(N(C)C)cc1)C(=O)c1cc2ccccc2o1	0.41	i	i
100	Fc1ccc(NC(=S)NNc2ncc(C(F)(F)F)cc2Cl)c(F)c1	-1.82	i	i
101	CCc1ccc(N(C)S(=O)(=O)c2ccc3[nH]cc(C(=O)NCCN4CCOCC4)c(=O)c3c2)cc1	1.29	i	i
102	CCOC(=O)c1cc(C#N)c(NCc2ccccc2)nc1C	0.01	i	i
103	CCOc1cc(CNCCc2c[nH]c3ccccc23)cc(Cl)c1OCC(N)=O	-1.5	i	i
104	COc1ccc(/C=N/NC(=O)c2ccc(COCC(F)(F)C(F)F)cc2)cc1	1.13	i	i
105	CC(C)CN1CCN(Cc2cccc3ncccc23)CC1CCO (stereo not given)	1.01	i	i
106	CCc1ccccc1NC(=O)Nc1cccn(Cc2ccc(F)cc2)c1=O	2.33	i	i
107	COC(=O)C(NC(=O)c1ccccc1)=C1C=C(C)OC(C)=C1	-0.45	i	i
108	COc1ccc(-c2cc(C(=O)NC(C)C)no2)cc1	1.09	i	i
109	COc1ccc(C(C(=O)NCC2CCCO2)N(C(=O)CNC(=O)c2ccco2)c2cc(C)cc(C)c2)cc1OC (stereo not given)	-0.43	i	i
110	Cc1cc(/C=c2/sc3nc4ccccc4n3c2=O)c(C)n1-c1ccccn1	-1.91	i	i
